Hck Nef HTS – inhibitors of Nef-activated human Hck kinase, primary screen, biochemical, Z-Lyte FRET, 384-well, Hck-YEEI | Recombinant Hck-YEEI plus Nef, Z-Lyte FRET kinase assay | inhibition, % at 20 µM | 220,000 compounds, 0.68% hits;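 active = Hck-Nef kinase inhibition above about 50%, limit read from the data; inactive = inhibition below that limit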;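 note: 0% = DMSO with Hck plus Nef and 100% = Hck alone without Nef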
Runt-SMMHC FRET – inhibitors of RUNX1 Runt–CBFb-SMMHC binding, primary screen, biochemical, FRET, Cerulean-Runt, Venus-CBFb-SMMHC, uHTS | Cerulean-Runt/Venus-CBFb-SMMHC FRET ratio 530/480, 1 h | AID 1434, 2008 | 220,000 compounds, 0.74% hits | inhibition, % at 20 µM;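 active = mean inhibition across duplicate retests at 20 µM reaching about 50%, limit read from the data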;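 note: 0% = DMSO wells and 100% = wells with excess untagged CBFb-SMMHC; inhibitors lower the FRET ratio by blocking Runt binding to CBFb-SMMHC; some results filed as inactive read as strong as hits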
Target sequence (Q01196 whole entry, looked up): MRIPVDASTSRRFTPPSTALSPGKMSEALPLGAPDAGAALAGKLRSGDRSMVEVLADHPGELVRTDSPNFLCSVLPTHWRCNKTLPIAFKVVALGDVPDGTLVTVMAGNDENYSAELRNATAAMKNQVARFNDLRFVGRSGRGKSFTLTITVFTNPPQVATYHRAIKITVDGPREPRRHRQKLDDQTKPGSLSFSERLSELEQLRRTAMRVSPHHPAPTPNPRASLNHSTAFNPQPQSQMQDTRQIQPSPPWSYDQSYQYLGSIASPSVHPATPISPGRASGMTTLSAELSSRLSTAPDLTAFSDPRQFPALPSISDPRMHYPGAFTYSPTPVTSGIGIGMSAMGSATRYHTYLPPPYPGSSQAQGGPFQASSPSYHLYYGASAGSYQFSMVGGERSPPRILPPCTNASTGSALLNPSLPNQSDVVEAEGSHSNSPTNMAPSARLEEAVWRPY
Target sequence (Q13951 whole entry, looked up): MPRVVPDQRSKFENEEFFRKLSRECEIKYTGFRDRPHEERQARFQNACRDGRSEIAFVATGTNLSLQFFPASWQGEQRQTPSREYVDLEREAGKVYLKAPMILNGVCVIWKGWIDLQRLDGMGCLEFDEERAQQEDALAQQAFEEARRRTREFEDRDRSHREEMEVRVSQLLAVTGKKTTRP
EP2 mod – EP2 receptor modulators, cAMP readout, primary screen, cell-based, HTRF cAMP, PGE2 stimulation; AID 940, 2007; Prostaglandin E2 receptor EP2 subtype (Homo sapiens), P43116; induction, % at 25 µM; EP2-expressing cells, cAMP HTRF FRET, PGE2 co-stimulation; 260,000 compounds, 0.83% hits;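 active = compounds whose cAMP rise, as percent of the full-agonist control response, exceeds 60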;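 note: rat C6 glioma line stably carrying human EP2 under a CMV promoter; the protocol text gives 20 µM as final concentration; 100% = response of wells given 1 µM PGE2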
EP2 antag – human EP2 receptor antagonists, primary screen, TR-FRET cAMP, C6 glioma cells | Prostaglandin E2 receptor EP2 subtype (Homo sapiens), P43116 | C6 glioma cells expressing human EP2; cells stimulated with saturating PGE2 | inhibition, % at 25 µM | 260,000 compounds, 0.52% hits;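 active = percent inhibition above 40 after rounding to a whole number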;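 note: rat C6 glioma host cells with rolipram phosphodiesterase inhibitor present; the protocol text gives 20 µM as final concentration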
zVAD death inh – inhibitors of zVAD-triggered necroptosis, primary screen, L929 cells. L929 zVAD necroptosis rescue, ATP luminescence, 24 h; with zVAD 60 µM. viability rescue, % at 10 µM. 220,000 compounds, 0.38% hits. AID 1377, 2008;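 active = activation, scaled between plate controls, above about 75%, limit read from the data; inactive = activation under that limit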;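 note: 0% = zVAD with DMSO and 100% = DMSO alone without zVAD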
PERK inhibitor – block of dimerizer-induced PERK translation repression, primary screen, PERK inhibitor project, CHO PERK-DD cells, SEAP luminescence, HTS; Eukaryotic translation initiation factor 2-alpha kinase 3 (Homo sapiens), Q9NZJ5; inhibition, % at 5.6 µM; 220,000 compounds, 0.17% hits; CHO PERK-DD fusion, SEAP luminescence translation reporter;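 active = inhibition above the mean inhibition of all tested compounds plus 3 SD, set separately per screening campaign, cut at about 2.9% in these data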;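 note: PERK kinase domain activated by AP20187 dimerizer at 100 nM; 0% = DMSO with dimerizer and 100% = rapamycin at 8.4 µM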
TNF death inh – inhibitors of TNF-alpha triggered necroptosis, primary screen, cell-based, Jurkat FADD-/-, single concentration; Jurkat FADD-/- TNF necroptosis rescue, ATP luminescence, 24 h; 0 = TNF only, 100 = no-TNF cells; activation (protection from cell death), % at 10 µM; 220,000 compounds, 0.068% hits;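 active = activation, meaning protection from cell death, of at least 50% relative to plate controls; inactive = activation below 50%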;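 note: necroptosis triggered by 40 ng/mL TNF-alpha added together with compound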
RBBP9 inhibitor – human RBBP9 inhibitors, primary screen, biochemical, fluorescence polarization, FP-Rh probe, HTS | Serine hydrolase RBBP9 (Homo sapiens), O75884 | recombinant RBBP9 | inhibition, % at 7.94 µM | 220,000 compounds, 0.2% hits;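 active = inhibition above the campaign mean of all tested compounds plus 3 SD, cut at about 14% in these data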;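 note: plate controls were DMSO wells with RBBP9 for no effect and wells lacking RBBP9 protein for full effect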
Target sequence (O75884 whole entry, looked up): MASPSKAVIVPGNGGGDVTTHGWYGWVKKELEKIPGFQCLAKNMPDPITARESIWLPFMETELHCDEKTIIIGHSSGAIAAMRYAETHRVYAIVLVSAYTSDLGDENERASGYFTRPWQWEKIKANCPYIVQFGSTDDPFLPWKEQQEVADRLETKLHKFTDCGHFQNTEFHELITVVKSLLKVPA
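Measured by: FP readout at 525/598 nm; material: recombinant human RBBP9; also added: Serine-hydrolase probe FP-Rh, 375 nM pre-mixing; medium: Tris buffer pH 8.0, NaCl, Pluronic; replication: one well per compound; doses: one concentration, 7.94 µM nominal, 0.794% DMSO; timing: preincubation 30 min plus labeling 45 min at 25 °C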
Runt-CBFb FRET – inhibitors of RUNX1 Runt–CBFb binding, primary screen, biochemical, FRET, Cerulean-Runt, Venus-CBFb, uHTS; inhibition, % at 20 µM; Runt-related transcription factor 1 (Homo sapiens) + Core-binding factor subunit beta …; Cerulean-Runt/Venus-CBFb FRET ratio 530/480, 1 h; 220,000 compounds, 0.46% hits;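 active = inhibition over about 50% at 20 µM in the single-dose screen, limit read from the data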;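 note: 0% = DMSO wells and 100% = excess unlabeled CBFb competitor control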
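Measured by: fluorescence energy transfer, 422 nm excitation, 530/480 nm emission; test system: Cerulean-tagged RUNX1 Runt domain (FRET donor) fusion protein; buffer or medium: Tris pH 7.5 buffer with BSA; compound: one dose, 20 µM compound, 1% DMSO; times: two 1 h room-temperature incubations shielded from light; benchmarks: unlabeled CBFb 5 µM, positive control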
Starred values were filed as active, the others as inactive; . = no result given; & = joins results of further samples.

Screens in order – zVAD death inh	RBBP9 inhibitor	PERK inhibitor	EP2 antag	EP2 mod	TNF death inh	Runt-SMMHC FRET	Runt-CBFb FRET	Hck Nef HTS
- CC(C)COc1ccc(S(=O)(=O)NNC(=O)c2cc3ccccc3o2)cc1
→ 0.9	-8	1.0	8	-61	2.4	-2	-2	3
- CC1=NN(Cc2ccccc2)C(=O)C1C(c1ccncc1)C(C#N)C#N (stereo not drawn)
→ -0.8	5	1.0	6	-4	-1.7	-7	3	18
- O=C(CCSc1nc(-c2ccco2)cc(C(F)(F)F)n1)NCc1ccccn1
→ -0.3	-9	0.5	8&9	-26&-2	-2.3	0	-3	1
- CC1CC(C)(C)NC(=S)N1CC(=O)NCc1ccc(F)cc1 (stereo not drawn)
→ 2.1	2	0.5	5	9	2.2	2	2	-21
- COc1ccc(C2CCCN2C(=O)Nc2ccccc2)cc1OC (stereo not drawn)
→ 0.1	-3	0.4	4	-12	0.4	-2	1	1
- CCOC(=O)c1cc(C)n(S(=O)(=O)c2ccc(C)cc2)c1C
→ -0.1	-4	-0.3	12	-59	-0.4	-6	-1	2
- CCCn1c(C(O)c2ccc(OC)cc2)nc2ccccc21 (stereo not drawn)
→ -1.0	0	0.0	8	18	0.4	1	-3	7
- O=C(CNS(=O)(=O)c1ccccc1)NNC(=O)C(Cl)Cl
→ 0.0	-7	-0.4	7	16	-0.3	1	2	10
- Cc1cc(NS(=O)(=O)c2ccc(NC(=O)CSc3nnc(-c4ccco4)n3Cc3ccco3)cc2)nc(C)n1
→ 0.5	1	0.8	5	4	1.4	9	14	6
- COC(=O)c1cnc(SCc2ccc(Cl)cc2)n1C
→ 0.6	-4	1.0	-2	8	0.7	-1	-3	19

Some values from the entries so far.
EP2 mod, `O=C(CCSc1nc(-c2ccco2)cc(C(F)(F)F)n1)NCc1ccccn1` reads -26&-2
Hck Nef HTS, `CC1CC(C)(C)NC(=S)N1CC(=O)NCc1ccc(F)cc1` (stereo not drawn) reads -21

(list continues)
Screens in order – zVAD death inh	RBBP9 inhibitor	PERK inhibitor	EP2 antag	EP2 mod	TNF death inh	Runt-SMMHC FRET	Runt-CBFb FRET	Hck Nef HTS
- COc1cccc2[nH]c3c(N4CC(C)CC(C)C4)ncnc3c12 (stereo not drawn)
→ 1.5	-10	0.0	.	90*	6.3	5	.	1
- CC(=O)Nc1cccc(N2CCCC2=O)c1
→ -1.0	-10	-0.2	7	5	-0.9	-1	3	9
- Cc1occc1C(=O)N1CCN(S(C)(=O)=O)CC1
→ 0.9	4	0.3	6	4	-1.0	-3	-3	-4
- Cc1cccc(C(CC(=O)O)n2cccc2)c1 (stereo not drawn)
→ 0.7	-1	-0.5	4	5	1.1	-2	3	-2
- CC(C)(C)OC(=O)NNC(=O)NC12CC3CC(CC(C3)C1)C2
→ 4.9	-1	1.9	7	13	0.5	0	-2	21
- COC(=O)c1ccccc1NC(=O)c1cccc(NC(=O)CSCc2ccccc2)c1C
→ 0.2	-2	-0.7	6	19	-3.1	-2	-3	1
- Cc1ncoc1C(=O)NCCC(c1ccccc1)c1ccccc1
→ -0.5	-6	-0.3	10	-13	2.0	10	-2	-27
- COc1cc(C(=O)OCC(=O)NC2CCS(=O)(=O)C2)c([N+](=O)[O-])cc1OC (stereo not drawn)
→ 0.9	-5	0.6	5	26	2.5	2	0	17
- COc1cccc(C(C#N)N2CCCCC2)c1O (stereo not drawn)
→ 0.4	2	0.8	-1	-6	-0.6	-7	-1	1
- CCc1ccccc1NC(=O)COc1ccc2oc(-c3ccc(OC)cc3)cc(=O)c2c1
→ 3.4	1	1.2	14	23	0.6	-7	-3	10
- c1csc(-c2nc3ccccc3s2)c1
→ 2.6	-4	1.1	15	-40	-2.2	7	9	-9
- CNC(=O)c1cc(Nc2nnc(C)c3ccccc23)ccc1OC
→ -0.4	-2	0.4	13	-13	-1.0	2	0	5
- O=c1c(Cl)c(N2CCC3(CC2)OCCO3)cnn1C12CC3CC(CC(C3)C1)C2
→ -0.2	5	0.0	5	17	7.9	-5	-1	22
- CCOC(=O)C1(Cc2cccc(F)c2)CCN(Cc2ccc(COC)o2)CC1
→ 0.0	-6	-0.5	5	-10	0.8	2	1	19
- Cc1ccc(NC(=O)Nc2cccc(Cl)c2)c(C(=O)O)c1
→ 23	-1	0.9	4	1	-3.1	-6	1	-4
- Cc1ccc(C(=O)NCCc2nc3ccccc3[nH]2)cc1[N+](=O)[O-]
→ 1.0	-6	-1.2	4	-19	3.0	0	2	1
- O=C(Cn1ncc2c(=O)oc3ccccc3c21)NCCC1=CCCCC1
→ -0.4	-5	-0.2	12	4	-1.7	3	-2	2
- CCN(c1cccc(C)c1)S(=O)(=O)c1cnc[nH]1
→ 1.1	2	0.1	7	28	-0.5	2	1	2
- CC(=O)C1=C(C)N(CC2CC2)C(=O)N[C@H]1c1ccc(Br)cc1
→ 0.3	-5	-0.4	9	15	2.1	0	-2	-8
- COc1cc(OC)c(/C=N/NC(=O)c2ccncc2)cc1Br
→ 5.6	-2	1.7	4	-34	0.5	-1	.	4
- O=c1c(Cl)nc2cc(Cl)ccc2n1CCNc1ncc(C(F)(F)F)cc1Cl
→ 2.0	9	1.6	31	33	-25	-20	-3	2
- COC(=O)COc1ccc(S(=O)(=O)Nc2ccc3c(c2)OCO3)cc1Cl
→ 0.8	1	0.5	7	-6	0.4	3	16	-7
- CN1CCC(N(C)CC(C)(C)NS(=O)(=O)c2ccccc2)CC1
→ 0.5	-6	-0.2	8	21	0.5	2	2	21
- O=C(CCN1CCCCC1)c1ccc2c(c1)OCCO2
→ -0.3	-4	-0.2	3	21	-9.5	0	3	0
- COc1ccc(S(=O)(=O)N2CCCOC2CNC(=O)C(=O)NCc2ccco2)cc1C (stereo not drawn)
→ -0.1	-5	0.6	7	-7	-1.6	0	-1	24
- Cc1ccc(O)c(C(CC(=O)NCc2ccco2)c2ccccc2)c1 (stereo not drawn)
→ 0.2	-7	0.5	16	20	-0.1	-1	0	21
- CCOCc1c(C(=O)NC2CCCCCC2)oc2ccccc12
→ 1.3	-1	0.8	5	-49	0.5	0	0	7
- COc1ccc(-c2cc(=O)c3c(O)c(OC)c(O)cc3o2)cc1
→ 1.0	3	0.5	29	-26	-3.7	-3	2	67*
- COCCNc1cc(C)nc2ccccc12
→ 0.5	5	0.5	17	-1	2.2	0	2	7
- Cc1cccc(C(=O)NNC2=C(C(=O)C(F)(F)F)CCC2)c1O
→ 5.0	-5	0.6	-2	3	0.6	2	0	0
- COc1ccccc1/C=C(/CC(=O)NCc1ccc(F)cc1)c1nc2ccccc2s1
→ 0.2	-10	-0.1	3	20	0.0	-4	-5	4
- CCOC(=O)c1ccc(-n2ccnc2)c(NC(=O)c2ccc(Cl)cc2)c1
→ 0.6	-4	-0.9	10	-8	1.3	-3	0	0
- O=C(Cc1cccs1)Nc1ccccc1C(=O)O
→ 1.3	4	-0.1	7	25	-1.4	2	-1	0
- O=C(Nc1ccccc1)N(O)c1ccc(Cl)cc1
→ 0.5	-1	-0.6	7	-10	6.9	5	8	0
- COC(=O)CNC(c1ccccc1)c1cc(Br)ccc1NC(C)=O (stereo not drawn)
→ -1.1	-7	-0.8	4	-4	0.3	0	1	25
- CCOC(=O)C1=C(C)NC2=C(C(=O)c3ccccc32)C1c1cccnc1 (stereo not drawn)
→ 0.1	7	-0.9	2	8	-3.0	2	0	-8
- Clc1cccc2sc(-c3nnc(-c4ccccc4)o3)c(Cl)c12
→ -0.1	20*	1.7	16	.	0.5	.	.	-2
- S=c1[nH]nc(-c2cc(-c3ccsc3)n[nH]2)n1-c1ccccc1
→ 1.1	-1	0.8	4	21	3.3	12	11	-2
- c1ccc(C2c3[nH]c4ccccc4c3CCN2Cc2cccn2-c2cccnc2)nc1 (stereo not drawn)
→ 1.5	1	0.2	6	-9	-0.8	-9	2	22
- COc1ccc(-c2nc(NC(=O)c3[nH]c(C)c(C(C)=O)c3C)sc2C)cc1
→ 1.5	-4	-0.3	100*	-64	-5.5	-3	-7	-6
- Cc1nc(N)sc1C(=O)N/N=C/c1ccc([N+](=O)[O-])cc1
→ -0.3	-7	0.7	9	8	4.1	2	1	48
- CC1CCCCC1NC(=O)c1cc2c(s1)CS(=O)(=O)C2 (stereo not drawn)
→ 3.8	-5	1.0	2	15	2.7	1	1	-19
- Cc1ccc(Sc2ccc(CN3CCCC3)cc2[N+](=O)[O-])cc1
→ 0.7	-3	2.0	5	-22	0.5	0	1	1
- Cc1[nH]n(-c2ccccc2)c(=S)c1C=NCCCN=Cc1c(C)[nH]n(-c2ccccc2)c1=S
→ 0.4	-7	-0.5	7	3	-7.0	43	4	4

The list is partial (hit frequency here may not be typical).
